D2 agonist: D2 dopamine receptor (human) agonism | P14416 | HEK293 T-REx D2 cells, calcium flux agonist mode | activation, % at 2 µM | 0.53% of 340,000 active | AID 485358;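 active = activation over 3 SD above normal in the single-dose calcium agonist read, cut at about 30% in these data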; also: 0% is about no effect
Target sequence (P14416 whole entry, looked up): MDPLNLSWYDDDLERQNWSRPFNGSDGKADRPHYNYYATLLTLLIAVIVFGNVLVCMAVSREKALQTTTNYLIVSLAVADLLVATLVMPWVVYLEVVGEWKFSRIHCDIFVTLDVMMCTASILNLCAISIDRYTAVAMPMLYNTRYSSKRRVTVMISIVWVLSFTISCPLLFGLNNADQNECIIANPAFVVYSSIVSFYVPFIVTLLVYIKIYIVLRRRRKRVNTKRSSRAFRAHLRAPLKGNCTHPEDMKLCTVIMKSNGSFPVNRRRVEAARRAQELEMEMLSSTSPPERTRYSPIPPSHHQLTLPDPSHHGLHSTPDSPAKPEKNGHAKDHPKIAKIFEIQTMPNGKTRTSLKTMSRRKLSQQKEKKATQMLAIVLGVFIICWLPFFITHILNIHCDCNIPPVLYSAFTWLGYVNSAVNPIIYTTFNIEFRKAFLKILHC
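Tetracycline-induced HEK293 Trex cells with D2 receptor force-coupled to calcium signaling, plated overnight at 30 C and loaded with no-wash calcium dye. Calcium flux read kinetically for 180 s after compound addition; responses flag agonists.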
TRHR agonist: TRH receptor (human) agonism; TRHR cells, calcium flux fluo-8, FDSS agonist mode; 0.18% of 360,000 active; activation, % at 2 µM; P34981; also: 0% is about no effect
Target sequence (P34981 whole entry, looked up): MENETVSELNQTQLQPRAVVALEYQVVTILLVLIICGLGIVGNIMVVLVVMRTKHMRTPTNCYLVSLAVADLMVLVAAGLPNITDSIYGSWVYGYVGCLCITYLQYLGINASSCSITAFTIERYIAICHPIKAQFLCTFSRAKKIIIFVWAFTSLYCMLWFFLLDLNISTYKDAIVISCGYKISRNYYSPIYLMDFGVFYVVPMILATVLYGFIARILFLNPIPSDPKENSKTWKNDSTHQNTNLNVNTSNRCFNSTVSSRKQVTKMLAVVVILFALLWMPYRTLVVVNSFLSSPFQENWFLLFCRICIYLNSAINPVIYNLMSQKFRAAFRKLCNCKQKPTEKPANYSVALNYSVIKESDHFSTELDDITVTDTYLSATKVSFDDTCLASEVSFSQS
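Fluo-8-loaded TRHR cells; 10 s baseline, compound added, kinetic Ca2+ fluorescence read 1/s, agonist mode.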
D2 antagonist: antagonists of human D2 dopamine receptor; 2% of 340,000 active; HEK293 TREx D2 cells, calcium flux, dopamine EC80; P14416; inhibition, % at 10 µM; in the data active = inhibition above about 30%; also: 0% is about no effect
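Dopamine at EC80 is the agonist stimulus; test compounds precede it by 180 s. Calcium flux read kinetically in a force-coupled, inducible HEK293 T-REx D2 cell line.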
TRHR PAM: allosterically enhances the human TRH receptor | AID 493056 | TRHR cells, fluo-8 calcium fluorescence, EC20 TRH enhancement | 0.66% of 360,000 active | enhancement, % at 2 µM; in the data active = enhancement above about 30%; also: 0% is about no effect
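Enhancer read-out: after compound pinning and an initial kinetic agonist-mode read, an EC20 of TRH (10 nM final) was injected and fluo-8 calcium signal (Ex 480/Em 530) followed at 1 s/cycle for 100 cycles in TRHR-expressing cells.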
D2 potentiator: D2 dopamine receptor (human) potentiation; HEK293 T-REx D2, calcium flux, EC20 dopamine potentiation; potentiation, % at 10 µM; 0.34% of 340,000 active; AID 485347;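 active = potentiation over 3 SD above the plate norm, cut at about 30% in these data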; also: 0% is about no effect
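Cells plated with tetracycline inducer and held overnight at 30 C; calcium dye loaded 30–90 min at room temperature; baseline taken, compound added and read 180 s; EC20 dopamine then added and read 180 s.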
D1 PAM: potentiators of human D1 dopamine receptor | P21728 | 0.036% of 360,000 active | potentiation, % at 10 µM | HEK293 TREx D1 cells, calcium flux, dopamine EC20 potentiation; in the data active = potentiation above about 30%; also: 0% is about no effect
D1 antagonist: human D1 dopamine receptor antagonism; P21728; HEK293 TREx D1 cells, calcium flux, dopamine EC80; hits give low values; activity change, negative = inhibition, % at 10 µM; 3.2% of 360,000 active; AID 504652; in the data active = activity change below about -30%; also: % is scaled to controls: 0 for no effect and ±100 for the full control effect
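Using tetracycline-induced force-coupled D1 Hek293 cells and a calcium dye, signals were followed for 180 s after compound, then for 180 s after EC80 dopamine, to detect inhibitors.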
D1 agonist: agonists of human D1 dopamine receptor; P21728; HEK293 T-REx D1 cells, calcium flux, agonist mode; activation, % at 2 µM; 1% of 360,000 active; AID 504660; also: 0% is about no effect
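Agonism was scored from calcium flux recorded over 180 s (1 read/s) after pintool compound addition, following a 10-cycle baseline. Cells were inducible force-coupled HEK293 TREx D1, plated overnight at 30 C and loaded with no-wash calcium dye.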
RXFP1 antag: blocks the human relaxin receptor RXFP1. Q9HBX9. HEK293-RXFP1, relaxin-stimulated cAMP HTRF, 30 min; hits give low values. activity change, negative = inhibition, % at 57.5 µM. 0.59% of 350,000 active. AID 1259400;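 active = activity change of -60% or lower, but not beyond a set lower limit; inconclusive = change between -60% and -40%, or beyond the set limit; inactive = change above -40%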; also: % is scaled to controls: 0 for no effect and ±100 for the full control effect
The depositor's hits bear a star; u = inconclusive; x = not tested or not shown. Rule as the data show it, unless noted: active = activation above about 30%; inactive = the rest.

SMILES | D2 agonist | TRHR agonist | D2 antagonist | TRHR PAM | D2 potentiator | D1 PAM | D1 antagonist | D1 agonist | RXFP1 antag
Cc1ccc(NC(=O)NNC(=O)c2cc3ccccc3cc2O)cc1 | 0.3 | 1.0 | -1 | 3 | -13 | -2 | -1 | 4 | -4
Cc1ccccc1CSCc1ccc(C(=O)NCCCN2CCOCC2)o1 | x | -1.3 | x | -8 | x | -2 | -8 | 8 | -5
CCOC(=O)N1CCN(C(=O)c2ccc(N(C)S(C)(=O)=O)cc2)CC1 | 0.3 | 0.4 | -1 | -4 | -5 | 3 | -10 | 2 | -6
O=C(O)c1cc(Cl)c2c(c1)[C@@H]1C=CC[C@@H]1[C@H](c1ccc(S(=O)(=O)N3CCOCC3)cc1)N2 | -0.2 | 0.8 | 7 | 7 | 5 | -4 | 1 | 5 | x
Cc1ccc(CNS(=O)(=O)c2c(C)[nH]c(C)c2C(=O)N2CCCC2)cc1 | 0.2 | 0.2 | -14 | 1 | -16 | 3 | 2 | 2 | -7
O=C(Nc1cccc(S(=O)(=O)NCc2ccco2)c1)c1cc(-c2ccccc2)nc2ccccc12 | 1.7 | 1.4 | -9 | 2 | -6 | 0 | 9 | 6 | -20
O=C(Nc1cccc2ncccc12)c1ccc(Cl)cc1 | -0.2 | 0.1 | 4 | 60* | -14 | 4 | 0 | 3 | 9
CC(=O)Nc1ccc(C(=O)N/C(=C\c2ccccc2)C(=O)Nc2cccc(C(=O)O)c2)cc1 | 0.2 | -0.3 | 3 | -6 | 5 | 0 | 1 | 2 | -9
Cc1nnc(NC(=O)c2ccccc2Oc2ccccc2)s1 | 1.9 | -0.4 | -4 | -1 | 5 | -3 | 9 | 1 | 1
CCc1ccc(C(C(=O)NC2CCCCC2)N(C(=O)c2ccccn2)c2cccnc2)cc1 (stereo not drawn) | 1.1 | 0.3 | -2 | 4 | 5 | 0 | 3 | 3 | x
CCCOc1ccc(C(O)(CCC)CCN2CCCCC2)cc1 (stereo not drawn) | 0.2 | 0.4 | 4 | -3 | 3 | -3 | 6 | 2 | 5
FC(F)(F)c1nc(N2CCN(c3ccccc3)CC2)nc2c1CCCCC2 | 0.8 | -0.2 | 2 | 2 | 10 | -1 | -4 | 1 | 6
Cc1ccc(NC(=O)c2cc3c(=O)n(Cc4ccco4)ccc3nc2C)cc1C | 0.6 | -0.4 | x | 5 | 4 | 0 | -9 | 0 | -13
O=C(O)Cn1cc(CN2CCOCC2)c2ccccc21 | 0.5 | 0.9 | -5 | -13 | -2 | 0 | -15 | 0 | 1
Nc1cc(=O)[nH]c(=O)n1CCc1ccccc1 | 0.3 | 0.1 | 5 | -6 | 11 | 2 | 4 | 3 | 1
Cc1ccc(C(=O)NCC(=O)OCCCn2c(=O)[nH]c3ccccc32)cc1 | 0.0 | 0.0 | 2 | 3 | -3 | -2 | -6 | 1 | -3
COc1ccccc1-c1cn(S(=O)(=O)c2ccc(C)cc2)nc1N | -1.2 | -0.3 | -4 | 0 | 4 | -1 | 7 | 3 | 0
O=C(O)CCc1nnc(SCC(=O)Nc2cccc(C(F)(F)F)c2)[nH]c1=O | 1.1 | -0.3 | 0 | 8 | -3 | 0 | 7 | -2 | -15
O=C(CNS(=O)(=O)c1ccc(Br)cc1Cl)OCC(=O)c1ccc[nH]1 | -0.8 | -0.1 | -1 | 24 | 12 | -5 | 17 | 4 | -3
CN1CCN(c2ccc(Cl)cc2NC(=O)CN2C(=O)NC(C)(c3ccccc3)C2=O)CC1 (stereo not drawn) | 0.5 | 0.1 | 3 | -5 | 0 | -3 | -10 | -1 | -21
NC(=O)c1ccsc1NC(=O)c1ccc(S(=O)(=O)N2CCCCC2)cc1 | 0.2 | -0.6 | -9 | 13 | -16 | x | -10 | 15 | x
Cc1ccc(S(=O)(=O)CCC(=O)Nc2cccc(C)c2)cc1 | 0.4 | 0.1 | -3 | 9 | 3 | 1 | 14 | 1 | -9
CCOc1ccc(NC(=O)Cn2c(C)ccc(C#N)c2=O)cc1 | 1.0 | 1.5 | x | 9 | 14 | 0 | -1 | 1 | x
CC(C)N1CCN(C(=O)c2cccc(Cl)c2)CC1 | -1.5 | 0.5 | 12 | -2 | 0 | -3 | 17 | 0 | -10
O=CN(c1ccccc1)c1ccc2ccccc2c1 | -0.4 | 0.0 | 13 | 3 | 3 | 1 | 3 | 1 | -17

TRHR PAM, hit marks shown above
Molecule,TRHR agonist,D2 antagonist,TRHR PAM,D2 potentiator,D1 PAM,D1 antagonist,D1 agonist,RXFP1 antag
O=C(Nc1cccc2ncccc12)c1ccc(Cl)cc1,0.1,4,60*,-14,4,0,3,9

Looked up one by one from the entries so far (3):
SMILES | D2 agonist | TRHR agonist | D2 antagonist | TRHR PAM | D2 potentiator | D1 PAM | D1 antagonist | D1 agonist | RXFP1 antag
Cc1ccc(CNS(=O)(=O)c2c(C)[nH]c(C)c2C(=O)N2CCCC2)cc1 | 0.2 | 0.2 | -14 | 1 | -16 | 3 | 2 | 2 | -7
Nc1cc(=O)[nH]c(=O)n1CCc1ccccc1 | 0.3 | 0.1 | 5 | -6 | 11 | 2 | 4 | 3 | 1
O=C(CNS(=O)(=O)c1ccc(Br)cc1Cl)OCC(=O)c1ccc[nH]1 | -0.8 | -0.1 | -1 | 24 | 12 | -5 | 17 | 4 | -3

The list continues.
SMILES | D2 agonist | TRHR agonist | D2 antagonist | TRHR PAM | D2 potentiator | D1 PAM | D1 antagonist | D1 agonist | RXFP1 antag
O=C(CSc1ncc(-c2ccc(F)cc2)[nH]1)N1CCCCC1 | 0.7 | -0.4 | -3 | -3 | -3 | -5 | 4 | 1 | 2
O=C(O)/C=C/C(=O)N1CCN(S(=O)(=O)c2cccc(C(F)(F)F)c2)CC1 | 0.0 | -0.2 | 31* | 1 | 5 | -2 | -13 | 2 | -1
c1ccc(Oc2nc(N3CCOCC3)nc(N3CCOCC3)n2)cc1 | -1.5 | 0.4 | 6 | 7 | 3 | -3 | -10 | 2 | 4
CCC(C)N(NC(C)=O)c1nc(Cl)nc(NC(C)(C)C)n1 (stereo not drawn) | 80* | -0.4 | 11 | -3 | -24 | -6 | 2 | 0 | 0
Cn1ccc(NC(=O)Nc2ccc(Cl)cc2Cl)n1 | -0.9 | -1.0 | 12 | -4 | 9 | -10 | -12 | 1 | 2
Cc1ccc(-c2nc(CS(=O)(=O)CC(=O)NCCCN3CCN(C)CC3)c(C)o2)cc1 | 0.3 | -1.1 | -7 | -5 | 16 | x | 24 | 3 | -10
O=C(COc1ccc2ccccc2c1Br)NCc1ccccn1 | 0.2 | -0.5 | 14 | 3 | 0 | 3 | x | 0 | -10
CCCCN(C)Cc1c(C)[nH]c2ccc(C)cc2c1=O | -1.8 | -0.3 | -9 | 16 | 25 | 1 | 27 | 3 | -1
COn1c(SC(C)C)nc2ccccc2c1=O | 0.6 | -2.6 | 13 | -2 | 8 | -6 | -15 | 2 | 8
CCCN(CC(=O)Nc1ccccc1OC)C(=O)c1ccc2ncsc2c1 | 0.1 | -1.2 | 7 | 3 | 7 | -1 | 4 | 2 | 12
O=C(/C=C/c1ccccc1Cl)NCc1ccco1 | -0.8 | -0.5 | 6 | -4 | 1 | -1 | 0 | 2 | 36
Brc1ccc(Oc2nsnc2N2CCOCC2)cc1 | 0.1 | 0.1 | -3 | 3 | 7 | -4 | 9 | 3 | -15
C=CCn1c(SCCN2CCCC2)nc2c([nH]c3ccccc32)c1=O | 0.8 | 0.2 | 13 | -10 | -15 | -3 | 0 | -3 | -3
Cc1ccc(-n2c(SCC(=O)NNC(=S)Nc3ccccc3)nc3ccccc3c2=O)cc1 | -1.1 | -0.7 | 1 | -7 | 13 | -10 | -13 | 2 | u
CCCCC1=CC2=CC(=O)C(C)(OC(=O)CC)C(=O)C2=CN1CCCCO (stereo not drawn) | 0.4 | 0.3 | 2 | -4 | -7 | -4 | -7 | 6 | x
Clc1ccc(OCCCn2cncn2)cc1Cl | 0.0 | -0.2 | 0 | 5 | 14 | -19 | -28 | 56* | 8
O=C(COC(=O)c1cccc(Cl)c1)Nc1cc(Cl)ccc1Oc1ccccc1 | 1.7 | 2.0 | 8 | -2 | -5 | 6 | 5 | 29 | -8
O=C1CC(c2ccsc2)Sc2ccccc2N1 (stereo not drawn) | -3.2 | -0.8 | 11 | 0 | -2 | 1 | -32* | 5 | 3
CC(C)N(C(=O)CN1C(=O)NC2(CCCCCC2)C1=O)C(C)C | -0.2 | -0.9 | 15 | 12 | 8 | 0 | 4 | 3 | 8
Cc1ccc(NC(=O)CSc2nnnn2C)cc1S(=O)(=O)N(C)C | 0.0 | -0.1 | -11 | 5 | 5 | -5 | -16 | 3 | 19
O=C(Nc1ccccc1N1CCN(C(=O)c2ccc(Cl)cc2)CC1)c1cccc([N+](=O)[O-])c1 | -0.2 | 3.7 | 2 | 3 | 2 | 8 | 8 | -1 | 1
CC1NC(=O)c2ccccc2-n2c1nc1cc(F)ccc1c2=O (stereo not drawn) | 1.1 | -0.3 | 8 | 0 | 12 | -1 | 2 | -2 | x
CC1CCCCN1c1nc(-c2ccncc2)nc2ccccc12 (stereo not drawn) | -0.6 | 1.4 | 7 | 1 | 10 | 4 | 5 | 2 | 1
O=C(CN1C(=O)c2ccccc2C1=O)Nc1cccc(O)c1 | -0.2 | -0.2 | -7 | 1 | 0 | -1 | 2 | 4 | -2
Cc1cc(C)c2c(N)c(C(=O)Nc3ccccc3C(F)(F)F)sc2n1 | 0.6 | 1.0 | x | -4 | 8 | 0 | -10 | 0 | -1

Going on with the list:
SMILES | D2 agonist | TRHR agonist | D2 antagonist | TRHR PAM | D2 potentiator | D1 PAM | D1 antagonist | D1 agonist | RXFP1 antag
O=C(COC(=O)c1ccccn1)Nc1cccc(Cl)c1 | 0.6 | 0.3 | -4 | -3 | 0 | 3 | 22 | 5 | -3
CCn1nnc2cc(C(=O)Nc3cc(C)ccc3C)ccc21 | -0.4 | -0.1 | x | 2 | 2 | 0 | -13 | 2 | -7
CCOC(=O)c1sc(=S)n(-c2ccc(C)cc2)c1N | 0.7 | 2.9 | 6 | -4 | x | -5 | -9 | -1 | -13
CSc1ccn(CCC(=O)O)c(=O)n1 | -0.4 | -0.3 | -8 | 0 | -8 | -3 | 18 | 1 | -8
CCCCCC(=O)N/N=C/c1ccc(N(C)C)cc1 | -0.9 | 0.1 | -6 | -2 | -11 | -5 | -9 | 0 | 7
O=C(Oc1ccc(Cl)c2cccnc12)c1cccnc1 | 0.8 | 0.1 | 3 | 3 | -5 | 3 | -22 | 0 | -3
COc1cccc(-c2nc(CS(=O)(=O)CC(=O)NCCc3ccc(Cl)cc3)c(C)o2)c1 | 0.7 | 0.4 | x | 5 | -1 | 4 | -2 | 5 | 6
CC(C)(C)C(C(=O)O)N1CCS(=O)(=O)CC1 (stereo not drawn) | 1.4 | -0.2 | 13 | -7 | -16 | 1 | 2 | 4 | -1
CCCSc1nc(C)cc(C)c1S(C)(=O)=O | 0.8 | 0.1 | 28 | -3 | 7 | 1 | 17 | 11 | 2
CC(=O)n1cc([C@@H]2C=C(C(=O)N3CCN(Cc4ccc5c(c4)OCO5)CC3)O[C@H](OCc3ccc(CO)cc3)C2)c2ccccc21 | 0.1 | 1.0 | -16 | -1 | 4 | -2 | -4 | 10 | x
O=c1[nH]c(NCCO)nnc1Cc1ccc(Cl)cc1 | -0.4 | 0.8 | -16 | 1 | -7 | -1 | -8 | 3 | 2

Screening data from PubChem BioAssay.
